# From PubChem BioAssay
# M4 ag: agonists of human muscarinic M4 receptor (CHRM4) | P08173 | CHO-K1 hM4/Gqi5, Fluo-8 calcium fluorescence; vehicle 0%, full acetylcholine response 100% | activation, % at 3 µM | 360,000 compounds, 0.14% hits | AID 624127;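 active = activation above the run mean over all test wells plus 3 SD, cut at about 32% in these data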;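 also: peak over basal fluorescence ratio per well then scaled between controls; 0% = DMSO wells and 100% = acetylcholine at EC100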
# Target sequence (P08173 whole entry, looked up): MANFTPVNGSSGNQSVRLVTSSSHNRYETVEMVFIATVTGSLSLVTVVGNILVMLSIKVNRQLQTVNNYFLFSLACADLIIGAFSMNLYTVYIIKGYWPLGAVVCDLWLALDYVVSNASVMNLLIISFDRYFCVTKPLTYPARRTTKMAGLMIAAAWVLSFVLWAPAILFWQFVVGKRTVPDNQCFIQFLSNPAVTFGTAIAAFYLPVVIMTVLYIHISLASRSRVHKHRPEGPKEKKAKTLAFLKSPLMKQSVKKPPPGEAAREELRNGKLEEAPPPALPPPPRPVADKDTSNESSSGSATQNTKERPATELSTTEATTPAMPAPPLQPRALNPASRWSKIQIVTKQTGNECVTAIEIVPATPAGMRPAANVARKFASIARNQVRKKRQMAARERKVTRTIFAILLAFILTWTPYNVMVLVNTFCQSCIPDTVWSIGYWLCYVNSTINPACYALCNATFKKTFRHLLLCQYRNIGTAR
# M4 PAM: CHRM4 positive allosteric modulation. P08173. CHO-K1 hM4/Gqi5, Fluo-8 calcium fluorescence, ACh EC20; 0% = ACh EC20, 100% = maximal ACh. activation, % at 3 µM. 360,000 compounds, 0.4% hits. AID 624126;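 active = activation above its plate's cutoff, the mean activation of sample wells plus 3 SD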; also: some results filed as inactive read as strong as hits
# M5 ag: CHRM5 agonism in calcium assay; activation, % at 3 µM; 360,000 compounds, 0.19% hits; CHO-K1 hM5 cells, Fluo-8 calcium fluorescence; 0% DMSO wells, 100% maximal acetylcholine response; AID 624037;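 active = activation above the run's mean over test compounds plus 3 SD, cut at about 23% in these data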;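 also: signal is peak over basal fluorescence ratio across the kinetic read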
# Target sequence (P08912 whole entry, looked up): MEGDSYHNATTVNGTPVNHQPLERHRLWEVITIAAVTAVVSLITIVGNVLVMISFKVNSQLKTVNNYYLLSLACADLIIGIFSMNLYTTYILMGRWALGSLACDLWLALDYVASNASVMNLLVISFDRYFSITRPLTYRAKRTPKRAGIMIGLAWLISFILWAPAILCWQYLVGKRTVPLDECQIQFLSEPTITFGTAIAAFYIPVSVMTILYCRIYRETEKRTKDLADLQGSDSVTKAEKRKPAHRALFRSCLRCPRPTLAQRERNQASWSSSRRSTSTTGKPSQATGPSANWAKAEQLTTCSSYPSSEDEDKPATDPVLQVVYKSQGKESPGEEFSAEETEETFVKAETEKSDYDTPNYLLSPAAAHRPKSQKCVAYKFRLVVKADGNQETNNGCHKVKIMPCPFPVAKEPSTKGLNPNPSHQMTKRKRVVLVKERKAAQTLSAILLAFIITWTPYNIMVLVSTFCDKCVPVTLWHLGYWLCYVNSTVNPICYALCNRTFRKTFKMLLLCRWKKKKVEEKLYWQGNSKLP
# M5 PAM: CHRM5 positive allosteric modulation; P08912; CHO-K1 hM5, Fluo-8 calcium, ACh EC20 PAM; 0% = ACh EC20, 100% = ACh EC100; activation, % at 3 µM; 360,000 compounds, 0.3% hits;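 active = activation above the run cutoff, the mean activation of all test compounds plus 3 SD, cut at about 18% in these data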
#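 Test system: CHO-K1 hM5 cells / Doses: single-point, 3 µM nominal / Times: Post-acetylcholine fluorescence recording 140 s / Technique: Fluo-8 calcium fluorescence / Measure: Max/basal fluorescence ratio as % of EC20–EC100 ACh window / Benchmarks: low control EC20 acetylcholine (0%), high control EC100 acetylcholine (100%) / Replicates: one well per compound, no replicates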
# M1 ag parental: counter-screen for M1 agonists: effect in parental CHO-K1 cells. activation, % at 3 µM. 360,000 compounds, 0.48% hits. Fluo-8 calcium fluorescence; scaled to maximal ATP response, vehicle zero; in the data active = activation above about 15%;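 also: untransfected CHO-K1 host cells lacking M1 receptor as counterscreen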
# CHO-K1 Ca PAM: nonselective activator or artifact in parental CHO-K1 calcium assay | activation, % at 3 µM | ATP EC20, Fluo-8 calcium fluorescence; 0% at ATP EC20, 100% at ATP max | AID 602247 | 360,000 compounds, 0.02% hits;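 active = activation above the run cutoff, the mean activation of all test compounds plus 3 SD, cut at about 40% in these data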;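 also: peak over basal fluorescence ratio in a 140 s read after ATP addition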
# CHRM5 antagonist: CHRM5 antagonism in calcium assay. 360,000 compounds, 0.59% hits. CHO-hM5 cells, Fluo-8 calcium fluorescence, ACh EC80. P08912. inhibition, % at 3 µM;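 active = inhibition above a per-plate cutoff, the mean of that plate's test compounds plus 3 SD, cut at about 27% in these data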;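 also: 0% = acetylcholine EC80 with DMSO and 100% = DMSO without agonist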
# CHO-K1 Ca antag: counter-screen for M1 antagonists: effect in parental CHO-K1 cells. ATP-induced calcium, Fluo-8 fluorescence. inhibition, % at 3 µM. 360,000 compounds, 0.6% hits;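 active = inhibition above a per-plate cutoff, the plate's mean sample inhibition plus 3 SD, cut at about 24% in these data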;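 also: 0% = DMSO plus EC80 ATP and 100% = DMSO alone without ATP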
# CHRM4 antagonist: CHRM4 antagonism in calcium assay. P08173. CHO-hM4 cells, ACh EC80, Fluo-8 calcium fluorescence. inhibition, % at 3 µM. 360,000 compounds, 0.73% hits;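 active = inhibition above its plate's cutoff, the mean inhibition of sample wells plus 3 SD, cut at about 27% in these data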;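 also: 0% = acetylcholine EC80 with DMSO and 100% = DMSO without agonist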
# The depositor's hits bear a star.
# Results follow in this order: M4 ag	M4 PAM	M5 ag	M5 PAM	M1 ag parental	CHO-K1 Ca PAM	CHRM5 antagonist	CHO-K1 Ca antag	CHRM4 antagonist
COc1cccc(NC(=O)c2ccc3c(c2)C(=O)N(CC2CCCO2)C3=O)c1 (configuration not stated)
    14	0	3	1	6.5	20	-11	-14	-26
O=C(Nc1c2c(nn1-c1ccccc1)CS(=O)(=O)C2)c1cc2ccccc2o1
    3	10	-2	10	0.4	13	-4	2	-1
O=C(O)/C=C/C(=O)Nc1ccc(S(=O)(=O)Nc2nccs2)cc1
    0	-3	0	-1	-0.3	-11	4	23	1
COCCN(C(=O)C1CCCC1)c1c(N)n(Cc2ccccc2)c(=O)[nH]c1=O
    0	1	1	8	-0.3	4	7	-9	-10
Cn1nnnc1SCC(=O)Nc1ccccc1Cc1ccccc1
    0	1	-2	-3	0.1	11	1	-16	1
Cc1ccc(SCCSc2nc(N)cc(=O)[nH]2)cc1
    7	1	-3	-8	4.8	10	19	-8	-9
COc1ccc(NC(=O)c2ccco2)cn1
    4	5	-2	2	0.6	9	6	-12	10
CC(C)CCN1CN(S(=O)(=O)c2cccs2)c2nc3ccccc3nc21
    1	15	1	1	0.7	22	-7	-11	0
CN1CCS/C1=C\C=C1/SC(=S)N(CC(=O)O)C1=O
    26	-1	49*	-14	40*	7	12	11	8
CCOc1ccc(CCNC(=O)c2nnn(CC(=O)Nc3ccc(OC)cc3)c2N)cc1OCC
    -3	11	1	5	-0.7	8	-1	-16	-6
CC(C)(C)c1c(Cl)c(O)c(-c2ccccc2)c(=O)n1-c1ccccc1
    0	-3	0	-3	-0.3	-9	11	4	6
CCOC(=O)c1ccc(NC(=S)N(CCCN2CCN(CC)CC2)Cc2ccco2)cc1
    2	-5	-6	-1	3.0	11	7	-18	1
[N-]=[N+]=NC1c2ccccc2C(=O)N1Cc1ccccc1 (configuration not stated)
    -1	-4	-2	2	0.6	22	6	-16	-3
C[C@@H]1CN([C@H](C)CO)S(=O)(=O)c2ccc(C#C[C@@H](C)O)cc2O[C@@H]1CN(C)Cc1ccc(-c2ccccc2)cc1
    3	-5	-1	-2	0.0	-9	-2	-6	-8
COc1ccccc1CNC(=O)c1nnc(Cc2ccc(Cl)cc2)o1
    1	0	-1	-6	0.1	2	5	-2	-6
COCCNC(=O)CCCC(=O)NCCOC
    1	3	-1	-1	1.6	32	-10	-11	-9
CCO[C@@H]1OC(C(=O)N2CCN(Cc3ccccc3)CC2)=C[C@H](c2ccccc2)[C@H]1CCCO
    15	6	-3	-2	3.0	12	1	-20	-11
CCc1nc2ccc(C(=O)NCCN3CCOCC3)cn2c1N(C=O)Cc1ccc(OC)cc1
    1	-4	1	7	0.4	-16	14	1	5
Cc1cccc(NC(=O)c2cc(NC(=O)C3CCCCC3C(=O)O)ccc2N2CCCCC2)c1 (configuration not stated)
    -1	-2	2	7	-0.8	30	-7	-16	-4
CC(C)CNC(=O)c1cccc(NC(=O)COc2ccc([N+](=O)[O-])cc2)c1
    5	0	7	1	12	12	1	0	-2
COc1cc2cc(C[C@H](C)O)oc(=O)c2cc1OC
    2	16	1	2	0.3	7	6	-13	-4
O=C(COC(=O)C1CCN(S(=O)(=O)c2ccc3c(c2)OCCO3)CC1)Nc1cc(C(F)(F)F)ccc1Cl
    3	-3	-6	-8	1.9	17	10	-5	7
COCCNC(=O)/C(C#N)=C/c1c(N2CCN(C)CC2)nc2c(C)cccn2c1=O
    1	-3	-3	6	0.3	15	-2	-14	4
CCOC(=O)c1nn(-c2cccc(OC)c2)c(-c2ccccc2)c1C(=O)c1ccccc1
    4	-12	-3	-20	2.3	10	11	6	6
C=CCn1c(SCC(=O)N(C)CC(=O)Nc2ccc(C)cc2)nnc1-c1ccncc1
    2	1	1	2	0.6	-14	11	-9	0
Cc1ccc2nc(NC(=O)CN3C(=O)C4CC=CCC4C3=O)sc2c1 (configuration not stated)
    7	3	9	15	2.5	20	-4	-18	-11
O=C(NCc1nnc(SCC(=O)N2CCCCC2)o1)c1ccc(F)cc1
    0	-5	0	-2	1.9	5	3	-15	-6
CCCCCCOc1ccc(C(=O)O)cc1C#N
    2	-6	0	5	-0.4	13	-4	-3	1
C=CCn1c(COc2ccc(F)cc2)nnc1SCC(=O)NC1CC1
    0	4	4	4	0.6	6	-2	1	-8
COCCN=c1scc(-c2cc(OC)ccc2OC)n1/N=C/c1c[nH]c2ccccc12
    5	-1	-1	-1	2.8	-2	5	7	-2
CCc1ccc(NC(=O)/C(C#N)=C/c2ccncc2)cc1
    1	1	-1	-1	0.0	13	-4	-6	-14
N#CCC(=O)N/N=C/c1c2ccccc2cc2ccccc12
    0	-3	-3	4	0.9	6	-4	2	2
CC1(C)NC(=O)N(CCCCOc2ccc(Cl)cc2)C1=O
    3	-5	1	3	1.8	18	-2	-6	-10
COc1ccccc1NC(=O)c1nnn(CC(=O)Nc2cccc(SC)c2)c1N
    5	12	-2	5	1.0	20	3	0	-8
O=C(CNc1cccc(C(F)(F)F)c1)Nc1cccc(S(=O)(=O)N2CCCC2)c1
    15	-2	6	-10	8.7	-4	8	-3	4
O=C(CC(=O)Nc1cccnc1)Nc1cccnc1
    1	-2	-1	-1	0.4	11	7	-18	2
CCOC(=O)C1CCN(S(=O)(=O)c2ccc(OC)c(C(=O)N3CCCCC3)c2)CC1
    1	-2	-2	6	1.5	18	6	-12	9
COC(=O)CC1C(=O)NCCN1C(=S)NC(=O)c1ccccc1[N+](=O)[O-] (configuration not stated)
    0	-5	1	-2	-0.2	-7	2	8	11
CC12CCC(C(=O)Nc3cccc(Cl)c3Cl)([C@H](Br)C1=O)C2(C)C (some centres not stated)
    -2	8	-4	3	-0.1	11	9	-13	14
CCC(C)Oc1cc(-c2ccnc(Nc3cccc(Cl)c3)n2)ccn1 (configuration not stated)
    0	9	6	6	0.1	10	-3	-6	-2

# Next section, overlapping the part above by two compounds.
# Results follow in this order: M4 ag	M4 PAM	M5 ag	M5 PAM	M1 ag parental	CHO-K1 Ca PAM	CHRM5 antagonist	CHO-K1 Ca antag	CHRM4 antagonist
CC12CCC(C(=O)Nc3cccc(Cl)c3Cl)([C@H](Br)C1=O)C2(C)C (some centres not stated)
    -2	8	-4	3	-0.1	11	9	-13	14
CCC(C)Oc1cc(-c2ccnc(Nc3cccc(Cl)c3)n2)ccn1 (configuration not stated)
    0	9	6	6	0.1	10	-3	-6	-2
COc1cc(-c2nnc(SCC(=O)c3ccccc3)o2)cc(OC)c1OC
    14	5	1	-8	4.3	-16	7	9	0
COc1ccc(OC)c(CCNC(=O)Cn2cccc2C(=O)c2ccccc2C)c1
    1	10	-8	-3	13	16	2	-9	-9
O=[N+]([O-])c1ccc2c(c1N1CCCCC1)=NC1(CCCCC1)[N+]=2[O-]
    1	0	4	6	0.8	13	7	-7	0
COCCOc1cc(N(CC(=O)N(C)C)S(=O)(=O)c2ccccc2)c(Cl)cc1Cl
    0	-6	-5	-2	-0.3	13	-8	-10	3
Cc1ccc(S(=O)(=O)Nc2ccccc2F)cc1C(=O)NCc1ccco1
    2	0	2	-4	0.4	-9	4	-5	-1
COc1ccc(-c2cc(C(=O)N(C)Cc3nc4ccccc4c(=O)[nH]3)c3ccccc3n2)cc1OC
    12	-1	4	-28	5.2	12	16	-5	22
CNC(=O)CCCCC(=O)N/N=C/c1ccc(Cl)cc1Cl
    -1	-5	3	-2	2.4	20	-2	-12	6
O=C(c1cnc2ccc(Cl)cc2c1Cl)N1CCOCC1
    1	-1	1	-2	-0.1	9	6	-4	3
COc1ccc(S(=O)(=O)NC2CC3CCC2C3)cc1Br (configuration not stated)
    1	0	-3	-5	4.7	20	13	-2	-3
Cc1cccc(/C=N/NC(=O)C2CCCNC2=O)c1 (configuration not stated)
    1	1	-2	2	0.1	8	1	-1	3
O=C1[C@H]2C(c3ccccc3)=NN(c3ccccc3)[C@H]2C(=O)N1c1ccccc1
    1	11	-3	6	-0.8	6	-1	-7	-10
Cc1cc(=O)n2nc(N3CCCC3C(=O)Nc3ccccc3C)sc2n1 (configuration not stated)
    0	0	3	-3	0.2	3	3	6	-2
Cc1ccc(S(=O)(=O)N2CCCC2CNC(=O)c2ccc3c(c2)OCO3)cc1 (configuration not stated)
    3	-1	-3	-1	0.6	3	-8	-3	-4
O=c1c(-c2cccc([N+](=O)[O-])c2)[n+]([O-])c2ccccc2n1O
    0	1	1	-5	0.1	2	10	-1	-6
O=C(NCc1cc(C(F)(F)F)ccc1Cl)c1cccc2c1C(=O)c1ccc(N3CCC(Cc4ccccc4)CC3)cc1S2(=O)=O
    2	4	2	-1	0.2	14	1	-12	2
S=c1[nH]nc(COc2ccc(Cl)cc2)o1
    1	3	-2	-7	0.8	19	16	-4	5
COc1ccc(-n2c(=O)c3ccccc3n(CC(=O)Nc3cc(C)on3)c2=O)cc1OC
    0	2	1	-3	0.4	17	5	0	-5
O=C(COC(=O)c1ccc(O)cc1)Nc1ccc2c(c1)OCCO2
    3	-1	3	-11	0.2	-2	7	0	-6
CC(C)c1cccc(C(C)C)c1NC(=O)COC(=O)[C@H](C)NC(N)=O
    0	0	2	4	0.0	1	7	-3	2
CC1(C(=O)NS(=O)(=O)c2ccc(Cl)cc2)CCN1C(=O)C1CC1 (configuration not stated)
    1	9	-1	8	1.2	15	-6	-15	-14
CCOC(=O)c1c(NC(=O)Cn2nc(C(F)F)cc2C(F)F)sc(C)c1C
    -1	-5	-9	6	-0.3	0	-4	13	0
CCn1c(C)nc2c1C(=O)c1ccccc1C2=O
    0	9	-2	6	-0.1	18	-7	-9	-6
O=C(/C=C/c1c(Cl)nc2ccccn12)N1CCN(c2ccccc2F)CC1
    3	-6	1	-5	1.4	0	0	-3	5
O=[n+]1c2c(n([O-])c3c1CCCC3)CCCCC2
    0	0	-2	-1	0.1	16	2	-2	1
CCCCNC(=O)C1CCC(CNS(=O)(=O)c2c(C)cc(C)cc2C)CC1 (configuration not stated)
    7	-6	-5	-4	4.0	18	4	-11	-6
CN(C)c1ccc(N2C(=NC(=O)c3ccccc3)SC3CS(=O)(=O)CC32)cc1 (configuration not stated)
    -1	-7	1	-6	0.1	-15	22	7	17
O=S(=O)(c1ccc(F)cc1)N1CC2CCCN2c2ccc(C(F)(F)F)cc21 (configuration not stated)
    -3	-17	-4	-5	0.3	21	-5	-17	39*
CC(=O)c1sc(NC(=O)C2CC(=O)N(Cc3ccccc3)C2)nc1-c1ccccc1 (configuration not stated)
    7	-4	-5	-10	0.5	11	8	-8	0
Cc1ccc(Cn2c(SCC(=O)NCc3ccco3)nc3ccsc3c2=O)cc1
    1	-1	-2	-9	0.8	-14	5	-9	10
C=C(CCO)C1=CCN(S(=O)(=O)C(C)(C)C)[C@H]1CCO
    0	-2	2	-2	0.1	3	5	-7	5
COc1ccccc1N(Cc1ccccc1)S(=O)(=O)c1cccc(C(=O)N2CCCCC2)c1
    5	-5	-9	-13	-0.1	8	7	-23	-10
COc1ccccc1OCc1nc(C#N)c(NCc2ccco2)o1
    3	6	-8	8	0.1	0	0	-6	0
